Screening results deposited in PubChem by several laboratories.
TMEM16A inh: TMEM16A chloride channel inhibitors, primary screen, cell-based, HTS. hit rate 1.2% among 310,000. normalized B-score (activity score, 25-100; higher = stronger inhibition) at 10 µM. HEK293 TMEM16A/YFP iodide influx fluorescence, ionomycin;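 active = ratio plate-corrected score three or more library SD toward inhibition, starting fluorescence score within five deviations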;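 note: score derived from kinetic fluorescence span divided by baseline fluorescence per well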
SKKanGAS inh: S. pyogenes SKKanGAS growth inhibitors in kanamycin, primary screen, streptokinase expression inhibitor project, SKKanGAS strain, BacTiter-Glo luminescence; hit rate 1.3% among 300,000; AID 1662, 2009; 6 h; inhibition, % at 7.5 µM;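 active = mean replicate score, as percent of positive control median, at least 50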;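 note: strain carries kanamycin resistance gene driven by streptokinase promoter and grows in 40 µg/ml kanamycin; loss of luminescence reflects streptokinase promoter inhibition or plain growth inhibition; 0% = median of DMSO wells and 100% = positive control at its reference dose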
TRPC4 inh: inhibitors of mouse TRPC4 channel, primary screen, Fluo4 calcium, HEK293 TRPC4beta/mu-opioid cells; Short transient receptor potential channel 4 (Mus musculus), Q9QUQ5; DAMGO-evoked Fluo4 calcium flux; active compounds read low; B-score at 10 µM; hit rate 0.39% among 300,000;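 active = B-score over 3 SD under the library average, no early fluorescence shift, positive overall ratio signal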
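Assay system – HEK293 line stably carrying TRPC4beta and mu-opioid receptor · Doses – single dose · Detection – Fluo4 calcium-dye fluorescence, kinetic read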
TRPC4 potent: positive allosteric modulators of TRPC4, primary screen, cell-based, mouse TRPC4beta, HEK293 mu-opioid, Fluo-4 calcium. Short transient receptor potential channel 4 (Mus musculus), Q9QUQ5. DAMGO EC20, Fluo-4 Ca2+ flux; active compounds read high. B-score at 10 µM. hit rate 0.42% among 310,000. AID 2227, 2009;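 active = B-score of calcium response area above 5 SD of library B-scores, with initial fluorescence ratio within 5 SD of library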;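 note: B-score of integrated fluorescence ratio over time as area under calcium response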
MrgX1 antag: antagonists of human MrgX1 receptor, primary screen, HEK293 cells, Fluo-4 calcium flux | Mas-related G-protein coupled receptor member X1 (Homo sapiens), Q96LB2 | BAM8-22 antagonism; active compounds read low | B-score at 10 µM | hit rate 1.3% among 310,000 | AID 588676, 2011;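 active = calcium-response B-score plate-corrected more than 3 library SD below zero, starting fluorescence within 5 deviations, no agonist response on first addition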;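 note: peak minus trough fluorescence over baseline after final BAM8-22 challenge near maximal dose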
TRPC6 inhibitor: mouse TRPC6 channel inhibitors, primary screen, cell-based, HEK293, membrane potential dye | ACh-evoked depolarization; active compounds read low | hit rate 1.1% among 310,000 | B-score at 10 µM | Short transient receptor potential channel 6 (Mus musculus), Q61143 | AID 2553, 2010;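 active = B-score under library mean minus 3 SD, initial fluorescence not abnormally high, positive integrated signal ratio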;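 note: B-score derived from integrated fluorescence ratio over the kinetic read; more negative B-score means stronger inhibition of depolarization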
Target sequence (Q61143 whole entry, looked up): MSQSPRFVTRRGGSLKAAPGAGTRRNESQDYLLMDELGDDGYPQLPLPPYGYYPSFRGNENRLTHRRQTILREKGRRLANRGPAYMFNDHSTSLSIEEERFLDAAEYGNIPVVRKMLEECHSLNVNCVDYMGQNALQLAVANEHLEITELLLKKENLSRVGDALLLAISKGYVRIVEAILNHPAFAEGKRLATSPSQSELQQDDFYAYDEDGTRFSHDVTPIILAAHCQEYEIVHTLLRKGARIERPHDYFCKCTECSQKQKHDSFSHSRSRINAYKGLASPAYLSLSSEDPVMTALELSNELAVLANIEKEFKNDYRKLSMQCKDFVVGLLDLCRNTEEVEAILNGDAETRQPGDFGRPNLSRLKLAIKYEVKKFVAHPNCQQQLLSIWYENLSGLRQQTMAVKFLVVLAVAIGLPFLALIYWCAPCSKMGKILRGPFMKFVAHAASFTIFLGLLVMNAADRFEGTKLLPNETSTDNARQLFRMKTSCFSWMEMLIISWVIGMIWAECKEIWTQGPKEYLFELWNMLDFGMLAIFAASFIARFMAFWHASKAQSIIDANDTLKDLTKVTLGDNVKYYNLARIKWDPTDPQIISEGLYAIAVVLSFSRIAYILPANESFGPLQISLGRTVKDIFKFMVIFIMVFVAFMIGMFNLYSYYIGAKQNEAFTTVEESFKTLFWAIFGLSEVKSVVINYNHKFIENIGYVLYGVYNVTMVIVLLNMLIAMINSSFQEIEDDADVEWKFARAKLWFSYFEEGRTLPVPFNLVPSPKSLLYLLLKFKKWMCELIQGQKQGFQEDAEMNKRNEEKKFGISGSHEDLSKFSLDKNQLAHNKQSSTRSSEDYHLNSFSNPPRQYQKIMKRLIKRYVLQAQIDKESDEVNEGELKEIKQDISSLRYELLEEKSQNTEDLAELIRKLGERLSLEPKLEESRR
ANO1 activ: TMEM16A chloride channel activators or potentiators, primary screen, cell-based, HTS | Anoctamin-1 (Mus musculus), Q8BHY3 | HEK293 TMEM16A/YFP-H148Q/I152L, iodide quench fluorescence; active compounds read low | B-score at 10 µM | hit rate 0.3% among 340,000;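 active = fluorescence-ratio B-score plate-corrected deviation score at least 3 library SD below zero, with starting fluorescence score within 5 deviations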;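 note: channel opened by trigger with iodide after compound preincubation; score built on the fluorescence ratio of max minus min over baseline; more negative score means more quench and so TMEM16A activation or potentiation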
MrgX1 agonist: agonists of human MrgX1 receptor, primary screen, HEK293 cells, Fluo-4 calcium flux | Fluo-4 calcium fluorescence, agonist mode; active compounds read high | hit rate 0.44% among 310,000 | B-score at 10 µM | AID 588627, 2011;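 active = calcium response B-score plate-corrected fluorescence ratio at least 3 library SD, with starting fluorescence B-score inside 5 SD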
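Test system: Stable human MrgX1 HEK293 cell line | Schedule: Overnight plating before 1 h dye loading | Read-out basis: Baseline-normalised fluorescence change ratio, B-scored | Detection: Kinetic calcium dye fluorescence, Fluo-4 NW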
TRPC4 agonist: activators of mouse TRPC4 channel, primary screen, Fluo4 calcium, HEK293 TRPC4beta/mu-opioid cells; Short transient receptor potential channel 4 (Mus musculus), Q9QUQ5; B-score at 10 µM; AID 2237, 2010; Fluo4 calcium fluorescence; active compounds read high; hit rate 0.49% among 310,000;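 active = B-score above 5 SD of library B-scores, and initial fluorescence ratio not above library mean plus 5 SD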;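 note: positive B-score marks a calcium rise read as TRPC4 activation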
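Assay system – TRPC4beta and mu-opioid receptor HEK293 stable cells · Measured by – Fluo4 fluorescence, kinetic · Schedule – dye loading 45 min room temperature, 110 s kinetic read · Read-out – B-scored integrated calcium fluorescence ratio · Controls – buffer and maximal DAMGO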
TRPC6 act: mouse TRPC6 channel activators, primary screen, cell-based, HEK293, membrane potential dye | HEK293-TRPC6 membrane potential dye fluorescence; active compounds read high | AID 2550, 2010 | hit rate 0.13% among 310,000 | B-score at 10 µM | Short transient receptor potential channel 6 (Mus musculus), Q61143;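 active = B-score of the integrated fluorescence ratio above library mean plus 3 SD, and starting fluorescence ratio within library mean plus 5 SD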;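 note: higher score means more depolarization so channel activation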
MrgX1 PAM: positive allosteric modulators of MrgX1, primary screen, HEK293 cells, Fluo-4 calcium flux; FDSS; active compounds read high; Mas-related G-protein coupled receptor member X1 (Homo sapiens), Q96LB2; AID 588675, 2011; hit rate 0.63% among 310,000; B-score at 10 µM;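 active = plate-corrected calcium response at least 3 library SD above typical, normal starting fluorescence, not activating the receptor alone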;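 note: compound read alongside a low EC10 to EC30 dose of BAM8-22 agonist; peak minus trough fluorescence over baseline measured at the second addition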
The depositor's hits bear a star; i = inactive; nt = not tested or not shown.

SMILES	TMEM16A inh	SKKanGAS inh	TRPC4 inh	TRPC4 potent	MrgX1 antag	TRPC6 inhibitor	ANO1 activ	MrgX1 agonist	TRPC4 agonist	TRPC6 act	MrgX1 PAM
COc1cc(OC)c(C(=O)OCC(=O)c2cc(C)n(CC3CCCO3)c2C)cc1OC (centres undefined)	i	5	i	i	i	i	i	i	i	i	i
COc1cc(-c2nc3ccccc3nc2-c2ccc(O)c(OC)c2)ccc1O	i	6	i	i	i	i	i	i	i	i	i
CCOC(=O)C1=C(N)OC2=C(C(=O)CCC2)C1c1cccnc1 (centres undefined)	i	-5	i	i	i	i	i	i	i	i	i
O=C(NCc1ccco1)C12CC3CC(C1)CC(C(=O)NCc1ccco1)(C3)C2	i	-7	i	i	i	i	i	i	i	i	i
COC(=O)c1cc2sccc2n1Cc1nc(-c2cccc(Cl)c2)oc1C	i	-3	i	i	i	i	i	i	i	i	i
CC(C)NC(=O)CSc1nc2ccccc2c(=O)n1CCCOC(C)C	i	-3	i	i	i	i	i	i	i	i	i
O=C(CCCN1C(=O)C2CC=CCC2C1=O)Nc1ccccc1F (centres undefined)	i	-3	i	i	i	i	i	i	i	i	i
COc1ccc(C(=O)NCCCNC(=O)c2cnccn2)cc1	i	-4	i	i	i	i	i	i	i	i	i
O=C(c1ccc(CSCc2ccccc2F)o1)N1CCN(c2ccc(N3CCOCC3)nn2)CC1	i	-7	i	i	i	i	i	i	i	i	i
CCCn1c(=O)c(C(=O)Nc2cccc(C)c2)c(O)c2ccccc21	i	24	i	i	i	i	i	i	i	i	7.2*
O=C(CCN1C(=O)/C(=C/c2cccs2)SC1=S)Nc1ccc(O)cc1	i	2	i	i	i	i	i	i	i	i	i
N#Cc1c2c(c(Nc3ccc(O)cc3)n3c1nc1ccccc13)CCC2	i	4	i	i	i	i	i	i	i	i	i

Reprinted at random: two records from the list
SMILES	TMEM16A inh	SKKanGAS inh	TRPC4 inh	TRPC4 potent	MrgX1 antag	TRPC6 inhibitor	ANO1 activ	MrgX1 agonist	TRPC4 agonist	TRPC6 act	MrgX1 PAM
O=C(c1ccc(CSCc2ccccc2F)o1)N1CCN(c2ccc(N3CCOCC3)nn2)CC1	i	-7	i	i	i	i	i	i	i	i	i
O=C(CCN1C(=O)/C(=C/c2cccs2)SC1=S)Nc1ccc(O)cc1	i	2	i	i	i	i	i	i	i	i	i

Further records
SMILES	TMEM16A inh	SKKanGAS inh	TRPC4 inh	TRPC4 potent	MrgX1 antag	TRPC6 inhibitor	ANO1 activ	MrgX1 agonist	TRPC4 agonist	TRPC6 act	MrgX1 PAM
COC(=O)C(CC(=O)c1ccc(Br)cc1)n1ccnc1 (centres undefined)	nt	10	i	i	nt	i	nt	nt	i	i	nt
Cc1ccc(-c2nnc(SCC(=O)CC(=O)Nc3ccccc3)n2C)cc1	i	27	i	i	i	i	i	i	i	i	i
COc1ccc(C2CCCN2C(=O)Nc2ccc(C)c(C)c2)cc1OC (centres undefined)	i	-5	i	i	i	i	i	i	i	i	i
C=CCNC(=O)N1CCCC(N2CCN(c3ccccc3OC)CC2)C1 (centres undefined)	i	-8	i	i	i	i	i	i	i	i	i
Cc1cc(C)n(CC2CC(=O)N(c3ccc(Cl)cc3)C2=O)n1 (centres undefined)	i	-1	i	i	i	i	i	i	i	i	i
CS(=O)(=O)c1nc(S(=O)(=O)c2ccc(Cl)cc2)c(N2CCC3(CC2)OCCO3)s1	i	-1	i	i	i	i	i	i	i	i	i
Cc1ccc(C)c(N(C(=O)Cn2nnc(-c3cccs3)n2)C(C(=O)NC2CC2)c2ccc(C)o2)c1 (centres undefined)	i	17	i	i	i	i	i	i	i	i	i
Cc1ccccc1/C=C/c1cc[n+](C)cc1	i	-1	i	i	i	i	i	i	i	i	i
COc1cc(OC)c(-c2nc3c[n+](CC(=O)c4ccccc4)ccc3n2C)cc1OC	i	-4	i	i	i	i	i	i	i	i	i
COc1cccc(N(CC(=O)NC2CCCC2)C(=O)CCC(=O)Nc2nccs2)c1	i	0	i	i	i	i	i	i	i	i	i
CCCCn1c(SCC(=O)NCC2CCCO2)nc2ccc(N3CCOCC3)cc2c1=O (centres undefined)	i	3	i	i	i	i	i	i	i	i	i
Cc1occc1C(=O)Nc1sc2c(c1C(N)=O)CCCCC2	i	3	i	i	-6.5*	i	i	i	i	i	i
CCOC(=O)c1ccccc1NCN1C(=O)CSC1=O	i	-1	i	i	i	i	i	i	i	i	i
COc1ccc(-c2nc3ccccc3o2)cc1NC(=O)CSc1ccc(Cl)cc1	i	-8	i	i	i	i	i	i	i	i	i
OCc1cccc[n+]1CCc1ccccc1	i	-2	i	i	i	i	i	i	i	i	i
COc1cc(/C=C(\C#N)C(=O)N2CCOCC2)ccc1OCc1ccccc1	i	16	i	i	i	i	i	i	i	i	i
COc1cc(NC(=O)c2ccc([N+](=O)[O-])o2)ccc1NC(=O)c1cccs1	i	22	i	i	i	i	i	i	i	i	i
C=C(C)C(=O)Nc1cccc(C2=NOC3(C2)C[C@@H](C(N)=O)N(C(=O)CCCCC)C3)c1 (some centres undefined)	i	1	i	i	i	i	i	i	i	i	i
CCOC(=O)C(Cc1c[nH]c2ccccc12)NC(=O)c1ccccc1Br (centres undefined)	i	-2	i	i	i	i	i	i	i	i	i
COC/C=C/C1=CC2=CC(=O)C(C)(OC(=O)c3cnc4ccccc4n3)C(=O)C2=CO1 (centres undefined)	i	0	i	i	i	i	nt	i	i	i	i
N#C/C(=C\c1cc(Cl)ccc1O)C(=O)NC1CCCCC1	i	9	i	i	i	i	i	i	i	i	i
Cc1ccc(N2CC(C(=O)Nc3nnc(SCCC4OCCO4)s3)CC2=O)cc1C (centres undefined)	i	4	i	i	i	i	i	i	i	i	i
O=C(NNC(=O)c1cc(Cl)ccc1[N+](=O)[O-])c1csc(N2CCOCC2)n1	i	-6	i	i	i	i	i	i	i	i	i
Cc1ccn(CCNC(=O)C2CCC(=O)N(Cc3ccc(Cl)cc3)C2)n1 (centres undefined)	i	-8	i	i	i	i	i	i	i	i	i
Cc1c(Cl)c([N+](=O)[O-])nn1CCCC(=O)NCCc1ccccc1	i	-5	i	i	i	i	i	i	i	i	i
O=C(NCc1ccccc1)C(C(=O)c1ccc(F)cc1)n1ccccc1=O (centres undefined)	i	-2	i	i	i	i	i	i	i	i	i
O=C(NCCN1CCOCC1)c1ccc2c(c1)N(Cc1ccc(F)cc1)C(=O)CS2	i	2	-7*	i	i	i	i	i	i	i	i
CCCOc1ccc2cc(-c3ccccn3)c(=O)oc2c1	i	10	i	i	i	i	i	i	i	i	i
C/C(CC(=O)Nc1cccc(C(F)(F)F)c1)=N\NC(=O)C1CCCCC1	i	-1	i	i	i	i	i	i	i	i	i
CC1Cc2cc(/C(O)=C3/C(=O)C(=O)N(Cc4ccncc4)C3c3ccc(N(C)C)cc3)ccc2O1 (centres undefined)	i	5	i	i	i	i	i	i	i	i	i
O=C(Nc1nc2ccccc2[nH]1)c1cccc([N+](=O)[O-])c1	i	9	i	i	i	i	i	i	i	i	i
COc1ccc(N2CCN(C(=O)CCS(=O)(=O)c3ccc4c(c3)NC(=O)CO4)CC2)cc1	i	0	i	i	i	i	i	i	i	i	i
CC(C)Cc1c2c([nH]c(=S)c1C#N)CCCC2	i	-6	i	i	i	i	i	i	i	i	i
CCOc1ccc(NC(C)C(=O)N/N=C/c2ccc([N+](=O)[O-])cc2)cc1 (centres undefined)	i	5	i	i	i	i	nt	i	i	i	i
Cc1ccccc1NC(=O)C1CCCN(S(=O)(=O)c2c(C)noc2C)C1 (centres undefined)	i	-4	i	i	i	i	i	i	i	i	i
CCCC(=O)NNc1c2ccccc2nc2ccccc12	i	11	i	i	i	i	i	i	i	i	i
Cn1cnc(S(=O)(=O)N2CCN(c3cccc(C(F)(F)F)c3)CC2)c1	i	-12	i	i	i	i	i	i	i	i	i
CCOC(=O)N1CCN(S(=O)(=O)c2ccc(C(=O)N(CCCN(C)C)c3nc4c(C)c(C)ccc4s3)cc2)CC1	i	-3	i	i	i	i	i	i	i	i	i
Cc1ccccc1N1CCN(C2=NC(=O)/C(=C\c3cccs3)S2)CC1	i	37	i	i	i	i	i	i	i	i	i
N#Cc1nc(-c2cccs2)oc1NCc1ccco1	i	-2	i	i	i	i	i	i	i	i	i
O=C(Cn1c2[n+](c3ccc(C(F)(F)F)cc31)CCCCC2)c1cccc([N+](=O)[O-])c1	i	6	i	i	i	i	i	i	i	i	i
Cc1ccc(Nc2c([N+](=O)[O-])ccc3nonc23)c(C)c1	i	10	i	i	i	i	i	i	i	i	i
N#Cc1c(NC(=O)CSc2ccccn2)oc(-c2ccccc2)c1-c1ccccc1	i	2	i	i	i	i	i	i	i	i	i
O=C1CCc2ccc(NC(=O)C3CC3)cc2N1	i	1	i	i	i	i	i	i	i	i	i
CCOCCCNS(=O)(=O)Cc1ccccc1	i	-10	i	i	i	i	i	i	i	i	i
Cc1nn(C)c(C)c1/C=N/NC(=O)CCn1cc([N+](=O)[O-])cn1	i	8	i	i	i	i	i	i	i	i	i
O=C([C@@H]1CC=C[C@@H]2CCN(C3CCCCC3)C(=O)[C@@H]21)N1CCN(c2ccccc2)CC1	i	2	nt	i	i	i	i	i	i	i	i
C=CCn1c(SCCN2CCCCC2)nc2c1c(=O)[nH]c(=O)n2C	i	-2	i	40*	i	i	i	i	i	i	i
Cc1cc(C)n(C(=O)N(c2ccccc2)c2ccccc2)n1	i	1	i	i	i	i	i	i	i	i	i
O=C(Nc1nnc(C2CC2)s1)c1ccncc1	i	2	i	i	i	i	i	i	i	i	i
